# Screening data: PubChem, Fisher Drug Discovery Resource Center
# hcGAS lum: blocks human cGAS activity; inhibition, % at 12.5 µM; AID 1259398; recombinant h-cGAS, ATP depletion, Kinase-Glo luminescence; actives 0.081% (n = 290,000);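 also: 0% = vehicle reaction and 100% = reaction without DNA for no activity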
# Target sequence (Q8N884 whole entry, looked up): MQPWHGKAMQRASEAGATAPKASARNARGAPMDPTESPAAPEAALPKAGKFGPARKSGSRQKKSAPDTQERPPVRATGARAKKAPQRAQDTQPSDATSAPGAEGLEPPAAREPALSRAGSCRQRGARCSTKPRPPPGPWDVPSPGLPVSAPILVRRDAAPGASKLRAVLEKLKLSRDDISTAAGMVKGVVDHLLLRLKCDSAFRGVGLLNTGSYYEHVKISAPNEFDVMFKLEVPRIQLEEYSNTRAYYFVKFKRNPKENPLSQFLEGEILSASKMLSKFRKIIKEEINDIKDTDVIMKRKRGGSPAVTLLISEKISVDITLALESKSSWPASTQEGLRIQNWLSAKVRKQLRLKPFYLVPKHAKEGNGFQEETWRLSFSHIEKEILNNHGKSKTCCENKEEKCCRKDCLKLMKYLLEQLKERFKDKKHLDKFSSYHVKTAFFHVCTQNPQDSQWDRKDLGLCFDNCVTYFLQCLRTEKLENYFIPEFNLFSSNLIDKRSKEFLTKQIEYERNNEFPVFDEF
# NPYLR7 agonist: mosquito NPYLR7 agonism; actives 0.15% (n = 270,000); AID 1259423; HEK293T NPYLR7/Galpha15, GCaMP6s calcium fluorescence; activation, % at 10 µM; in the data active = activation above about 40%;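 also: 0% = vehicle and 100% = reference agonist at the receptor; some compounds past the cut are filed as inactive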
# mcGAS lum: mouse cGAS inhibition by luminescence; Q8C6L5; inhibition, % at 12.5 µM; actives 0.15% (n = 160,000); recombinant cGAS, Kinase-Glo ATP depletion luminescence;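 also: 0% = negative control wells and 100% = reference inhibitor with no enzyme activity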
# Active calls of the source: *; nt = no result given; & = joins results of further samples. Rule as the data show it, unless noted: active = inhibition above about 40%; inactive = the rest.
SMILES,hcGAS lum,NPYLR7 agonist,mcGAS lum
CCc1cccc2sc(NC(=O)c3ccccc3[N+](=O)[O-])nc12,-8,-3,nt
O=C(O)c1ccc(CSc2nc(N3CCN(Cc4ccccc4)CC3)cc(C(F)(F)F)n2)o1,-4,13,-6
Cc1ccc2nc(N3CCCCC3)c(C=C3SC(=S)N(CCc4ccccc4)C3=O)c(=O)n2c1,-3,0,-6
Cc1cc(C(=O)Nc2ccc(C(C)C)cc2)no1,-1,-8,nt
COc1ccc(CCC2CCN(C(=O)c3ccc(=O)[nH]c3)CC2)cc1,-12,4,nt
CCCCCCCCCCCCOS(=O)(=O)O,-3,-21,nt
O=C1OCCN1CCSc1n[nH]c(C2CCCC2)n1,-3,-7,nt
O=C(O)c1ccccc1Nc1cccc(C(F)(F)F)c1,12&-2,-21&-2,-4
COc1ccc(NC(=O)CSc2nc3c(-c4ccccc4)c[nH]c3c(=O)n2C)c(OC)c1,-7,-1,-6
CC1CCN(Cc2nnnn2CCCC(=O)N(C)CC2CCOCC2)CC1,2,7,nt
Cc1ccc(Sc2ncccc2C(=O)OC(C)C(N)=O)c(C)c1 (stereo not given),-5,3,-12
CCc1nnc(CN2CCCc3c(F)ccc(F)c32)o1,-4,-2,nt

# Continued; it opens with the two that closed the last part.
SMILES,hcGAS lum,NPYLR7 agonist,mcGAS lum
Cc1ccc(Sc2ncccc2C(=O)OC(C)C(N)=O)c(C)c1 (stereo not given),-5,3,-12
CCc1nnc(CN2CCCc3c(F)ccc(F)c32)o1,-4,-2,nt
Cc1cccc2c1NC1(CCN(C(=O)c3cccs3)CC1)NC2=O,-7,1,-5
Cn1c(CN2C[C@H](O)C[C@H]2c2nc(-c3ccncc3)no2)nc2ccccc21,-5,-6,-8
CC(=O)Nc1cccc(NC(=O)c2cc(C)on2)c1,-5,3,-5
O=C(c1c(F)cc(F)cc1F)N1CCc2c(sc3[nH]c(=O)n(Cc4ccco4)c(=O)c23)C1,-1,5,-3
Cc1cccc(C(=O)NC(C(=O)N2CCOCC2)C2CCN(S(=O)(=O)C(C)C)CC2)c1 (stereo not given),-7,0,-5
CCOC(=O)C1(Cc2ccccc2C(F)(F)F)CCN(C(=O)c2ccncc2)CC1,0,8,-2
CCc1cccc2sc(N(Cc3ccccn3)C(=O)c3ccc(C#N)cc3)nc12,-9,-3,-10
COc1cccc2sc(N(CC3CCCO3)C(=O)C3CC3)nc12 (stereo not given),-5,-2,-7
O=C1c2ccccc2C(=O)N1CCc1c[nH]c2ccccc12,8,-6,-6
O=C(NCc1cccnc1Oc1ccccc1)c1cccc2nccnc12,-4,-1,-20
COc1ccc(CN(CC(O)COc2ccc(Cl)cc2)CC2CCCO2)cc1 (stereo not given),-1,17,-4
Cc1nc(-c2coc3c(O)c(O)ccc3c2=O)cs1,14,3,1
Cc1cc(C)cc(-c2ccc(-n3cncc3C(=O)NC[C@H]3CCCO3)cc2)c1,-6,3,-5
CCC(C(=O)Nc1ccccc1C1SCC(=O)N1c1ccc(F)cc1F)c1ccccc1 (stereo not given),-7,2,-8
Cc1cccc(Cn2nc(-c3ccccc3C)ccc2=O)c1,1,9,nt
CC(=O)N1CCCN(C(=O)CN2CCc3sccc3C2c2cccc(F)c2)CC1 (stereo not given),-3,14,-5
CCN(CC)S(=O)(=O)c1cc([N+](=O)[O-])ccc1NN=C1C=C(C)CC1,0,-7,nt
COc1cccc(CN(CC2CC(c3ccc4c(c3)OCO4)=NO2)CC(O)c2ccccc2)c1 (stereo not given),1,-1,0
CC(C)Cc1ncc2c(n1)CN(C(=O)CCn1cnnn1)C2,-1,nt,-17
Cc1ccc(C(N)=O)c(N2CC[C@@H](c3ccc4ccccc4c3)[C@H](O)C2)n1,-3,-1,-16
Cc1ccc(C2(O)CCN(C(=O)c3c[nH]c4c(C)cccc4c3=O)CC2)nc1,-11,10,-12
CCC1C(=O)NCCN1Cc1nc(-c2ccccc2OC)oc1C (stereo not given),-2,-6,-3
O=c1c2ccsc2ncn1Cc1nc(-c2cccs2)no1,-5,3,nt
C=CCN(CC(=O)N1CCc2sccc2C1c1ccccc1)S(=O)(=O)c1ccc([N+](=O)[O-])cc1 (stereo not given),-6,0,-4

# Arranged by length of the SMILES (ascending): part of the list above.
SMILES,hcGAS lum,NPYLR7 agonist,mcGAS lum
CC1CCN(Cc2nnnn2CCCC(=O)N(C)CC2CCOCC2)CC1,2,7,nt
CCc1cccc2sc(NC(=O)c3ccccc3[N+](=O)[O-])nc12,-8,-3,nt
Cc1ccc2nc(N3CCCCC3)c(C=C3SC(=S)N(CCc4ccccc4)C3=O)c(=O)n2c1,-3,0,-6

# (list continues)
SMILES,hcGAS lum,NPYLR7 agonist,mcGAS lum
COC(=O)C1=C(C)NC2=C(C(=O)CC(c3ccc(OC)cc3)C2)C1c1cccc(F)c1 (stereo not given),-2,-3,-4
O=C(CCc1cc2c(n1-c1ccc(Cl)cc1)-c1ccccc1OC2)NCC1CCCO1 (stereo not given),0,-2,-7
CCNC(=O)[C@@H]1C[C@H](N)CN1C(=O)Cc1ccccn1,-5,3,nt
O=C(CCSc1ccc2c(c1)OCCO2)NCCN1CCCOC1=O,-2,-3,-10
COCCOCC(=O)N1CCN(CC(OCc2ccc(C#N)cc2)c2cccc(OC)c2)CC1 (stereo not given),-9,nt,-8
Cc1cc(C)c(-c2csc(N)n2)c(C)c1,-5,0,nt
Cc1ccc2c(c1)c(C1CCN(S(=O)(=O)c3cccc(-c4ccccc4)c3)CC1)cn2C,0,6,2
O=S(=O)(NCc1ccccc1Cl)c1ccccc1,-17,0,-7
O=C(c1cncc(N2CC(c3cccnc3)C2)n1)N1CCOCC1,-7,18,-18
C/C=C/C(=O)N[C@H](Cc1ccccc1)C(=O)N1CCC(C(=O)Nc2ccc(OC)cc2)CC1,-7,22,-5
COc1cccc2c1OCCCN(Cc1nc(-c3ccc(OC)c(OC)c3OC)no1)C2,-8,7,nt
OC(c1ccc(CN2CCCC2)cc1)c1ncc(-c2ccccc2)[nH]1 (stereo not given),-10,1,nt
COCCn1c(C)csc1=Nc1cccnc1,-5,-1,nt
CCOC(=O)C1CCCN(C(=O)CC(c2ccccc2C(F)(F)F)c2c[nH]c3c(CC)cccc23)C1 (stereo not given),-2,-1,-4
CCCCN=C(C)C1=C(O)c2ccccc2C1=O,-4,-3,-7
CCOC(=O)c1nc2ccccc2nc1N1CCCN(C(=O)c2cnc3c(c(C)nn3C)c2Cl)CC1,-5,4,-6
CC(C)(C)OC(=O)N1CCc2cc(NC(=O)C(=O)NC3CC3)ccc21,-11,2,nt
O=C(Nc1cccc(C2SCC(=O)N2c2ccc3c(c2)OCO3)c1)C(Cl)c1ccccc1 (stereo not given),4,0,1
COC(=O)c1ccc2oc(=O)n(C3CCN(C(=O)c4ccc(F)c(F)c4)CC3)c2c1,-6,1,-5
O=C1NCC2(CCCN(C(=O)c3ccccc3N3CCOCC3)CC2)O1 (stereo not given),-8,8,-15
CC(C)CCNC(=O)c1cc(-c2ccccc2F)nc2cc(-c3ccccc3)nn12,-2,4,-4
O=C(c1ccoc1)N1CCCN(C2CCC3(CCNCC3)CC2)CC1,-5,12,nt
Cc1ccc(Cc2nc(N3CCCN(C(=O)COCc4ccccc4)CC3)c3c(-c4cccnc4)noc3n2)cc1,-3,13,-5
O=C(CN1C(=O)NC2(CCCC2)C1=O)NCc1ccc2c(c1)OCO2,-10,22,nt
Cc1nn(-c2ccccc2)c2nc(Cc3ccccc3)nc(N3CCCN(C(=O)Nc4cccc(C(F)(F)F)c4)CC3)c12,-1,0,-4
O=C(COCc1ccccc1)N1CCSC1c1cccc(Cl)c1Cl (stereo not given),-3,nt,-4
O=C(NC1CCN(c2ccc(Cl)cc2)C1=O)c1csnn1 (stereo not given),-9,-5,nt
CCOc1ccc(C(=O)Nc2c(N)nc(SCC(=O)NCCOC)[nH]c2=O)cc1,4,4,-2
Cc1ccc(CN2CC(C(=O)N3CC=C(c4ccccc4)CC3)CC2=O)cc1 (stereo not given),-5,-3,nt
Cc1ccc(-c2nnc(SCCCC(=O)N3CCN(C(=O)c4ccc(Cl)c(Cl)c4)C(C)C3)n2-c2ccccc2C)cc1 (stereo not given),-2,5,-3
CN(CCNS(C)(=O)=O)c1nc(-c2ccc(Cl)cc2)no1,-6,0,nt
C=C[n+]1ccn(-c2nc3ccccc3nc2NS(=O)(=O)c2ccc([N+](=O)[O-])cc2)c1,1,7,nt
O=C(c1cc(-c2ccccc2Cl)nn1-c1ccc(Cl)cc1)N1CCC2(CC1)OCCO2,1,0,-4
Cc1ccccc1C(=O)NCCn1nc(-c2ccc(F)cc2)ccc1=O,1,-4,-2
CC(=O)Oc1ccccc1N(C(C)=O)S(=O)(=O)c1cccc([N+](=O)[O-])c1,-7,-5,-1
Cc1c(C(=O)OCCOC(C)C)[nH]c2c1C(=O)CC(C)(C)C2,-8,10,nt
CCOC(=O)C1CCN(c2cc(Oc3ccc(F)c(Cl)c3)ncn2)CC1,-2,-6,-8
COc1cccc(NC(=O)C2(C)CCN2C(=O)Cc2cc(F)ccc2F)c1 (stereo not given),-4,-2,-3
CS(=O)c1ccc(OCC(=O)OCC(F)(F)C(F)(F)C(F)(F)C(F)F)c([N+](=O)[O-])c1 (stereo not given),-4,-17,nt
COc1cccc2c1OCCCN(Cc1cc(C#CCO)cs1)C2,-7,5,-15
Cc1nc(SCc2ccc(C(=O)N3CCN(C)CC3)cc2)nc(N2CCN(c3ccccc3F)CC2)c1C,-1,0,-2
CC1=C(c2ccc(NC(=O)C(C)(C)C)cc2)N2CCCN=C2S1,-5&-2,1&-22,nt
CCN(Cc1nc(COC)no1)C(=O)c1cccnc1N1CCOCC1,0,10,-15
COc1cc(=O)n(-c2ccccc2)nc1C(=O)NCC(OC)OC,-4,3,nt
COC(=O)c1ccccc1S(=O)(=O)Nc1ccc(OC(F)F)c(Cl)c1,-4,2,nt
CC1CCCCN1C1CN(Cc2sc(N(C)C)nc2Cl)C1 (stereo not given),-15,nt,-7
O=C(CCN1CCCO1)N1CCOC(Cc2ccc(F)cc2)C1 (stereo not given),4,-5,nt
OCc1ccc(-c2cccc(C(F)(F)F)n2)cc1,-2,3,0

# Single records (already shown).
# C=CCN(CC(=O)N1CCc2sccc2C1c1ccccc1)S(=O)(=O)c1ccc([N+](=O)[O-])cc1 (stereo not given) is listed with hcGAS lum: -6; NPYLR7 agonist: 0; mcGAS lum: -4
# O=S(=O)(NCc1ccccc1Cl)c1ccccc1 is listed with hcGAS lum: -17; NPYLR7 agonist: 0; mcGAS lum: -7
# CC(C)Cc1ncc2c(n1)CN(C(=O)CCn1cnnn1)C2 is listed with hcGAS lum: -1; NPYLR7 agonist: nt; mcGAS lum: -17

# (further entries)
SMILES,hcGAS lum,NPYLR7 agonist,mcGAS lum
O=C(NCCCO)c1ccc(CSc2nc3ccccc3c(=O)[nH]2)cc1,3,-4,nt
CN1CCC2(CC1)CN(Cc1ccc(OCc3ccccc3)cc1O)CCN2C,-1,-8,nt
O=C1c2ccccc2S(=O)(=O)N1CC(O)Cn1c2ccc(Br)cc2c2cc(Br)ccc21 (stereo not given),-5,-10,10
CC(=O)N1CCC(NC(=O)c2cc3c(C)nn(-c4ccccc4)c3s2)CC1,1,-16,1
O=C(NC1CCCN(C(=O)c2ccco2)C1)c1cc(C2CC2)[nH]n1 (stereo not given),-4,-3,0
Cc1n[nH]c(C)c1CCn1ccnc1-c1ccc(-n2ccnc2)cc1,-3,5,-8
CCOC(=O)c1cccnc1-c1cnc2ccccc2c1,2,5,-9
Cc1noc(Cl)c1CCC(=O)NCCCCn1ccnc1C,-12,0,-19
O=C(O)C1C2C=CC(C2)C1C(=O)NCCCn1ccnc1 (stereo not given),-6,4,nt
Cc1cccc(-c2nc3scc(CCNC(=O)/C=C/c4ccc5c(c4)OCO5)n3n2)c1,-3,5,-8
COc1ccccc1-n1c(SCC(=O)N2CCNC2=O)nc2cc(Cl)ccc2c1=O,-8,0,-5
CCCn1c(=O)c2c(nc3n(-c4ccc(S(N)(=O)=O)cc4)c(C)cn23)n(C)c1=O,-7,4,-7
O=C(NCCCN1CCCC1=O)c1ccc(-c2ccc(Cl)cc2)s1,3,12,-5
Cc1ccc(CN(Cc2ccc(F)cc2)C(=O)CNCCN2CCCCC2)s1,0,33,0
COc1ccc(C2=NOC(CN(Cc3ccc(C(F)(F)F)cc3)C(=O)NC(C)C)C2)cc1OC (stereo not given),-4,3,-9
Cc1cccc(C)c1NC(=O)N(Cc1ccccc1)C(C)c1nc2cc(Cl)ccc2c(=O)[nH]1 (stereo not given),-6,8,-4
CC(C)N1CC(NC(=O)Nc2nnc(C(C)(C)C)s2)CC1=O (stereo not given),1,-3,-1
O=C(CN1C(=O)CSC1c1ccc(Cl)c(Cl)c1)N1CCOCC1 (stereo not given),-10,27,-5
CCc1ccc(CNCCNCC(C)O)cc1 (stereo not given),-1,-17,nt
COc1ccc2nc(-c3ccc(C)c(NC(=O)c4ccco4)c3)cn2n1,-10,-8,-10
O=C(NCc1cnn(Cc2ccccc2)c1)c1ccccc1C1CCNC1 (stereo not given),-7,3,-11
O=C(Nc1sc2c(c1C(=O)N1CCOCC1)CCCC2)c1ccc(OC(F)F)cc1,-8,-2,nt
CCOC(=O)c1ccc(N=Nc2c(C)[nH]n(-c3nc(-c4ccc(C)cc4)cs3)c2=O)cc1,-2,5,-1
